Source: PubChem (MTDP)
RNase H inhibition: RNase H inhibition, HIV 1 Gag Pol polyprotein, FRET biochemical assay, screening (AID 372); 100,000 tested, 0.77% active; HIV-1 RT RNase H, FRET RNA/DNA substrate fluorescence; higher % means a stronger effect; inhibition, % at 10 µM, or IC50 in µM where a hit was titrated; in the data active means inhibition above about 50%
* = called active by the depositor.

SMILES	RNase H inhibition
CC(=O)c1ccc(Nc2nc(-c3cc4cc(Cl)ccc4oc3=O)cs2)cc1	35%
CCC(C)c1ccccc1OCCOc1ccc(/C=C2\SC(N)=NC2=O)cc1OC (centres undefined)	32%
CCc1ccc(N=C2NC(=O)/C(=C/c3ccc(C#N)cc3)S2)cc1	27%
COC(=O)c1ccc(C(=O)OC)c(NC(=O)COc2ccc(C)cc2C)c1	11%
CC(C)Oc1ccc(C(=O)NC(=S)Nc2cc(Cl)c(Cl)cc2Cl)cc1	14%
NNC(=O)CSc1nnc(-c2ccccc2)n1-c1ccccc1	0%
COc1ccc(C(=O)Nc2nnc(Cc3ccc(OC)c(OC)c3)s2)cc1	10%
COc1ccc(C(=O)Nc2ccc(C(C)C)cc2)cc1[N+](=O)[O-]	2%
C/C(=N\NC(=O)Cc1ccccc1)c1ccc(Br)s1	3%
COc1ccccc1C1NC(=O)NC(C)=C1C(=O)Nc1cccc(Cl)c1 (centres undefined)	6%
CN(C)c1ccc(/C=C(/NC(=O)c2ccccc2Cl)C(=O)O)cc1	13%
CC(=O)c1ccc(N2C(=O)c3ccccc3C2=O)cc1	0%
c1ccc(-c2ccc(-c3nc(-c4ccccc4)no3)cc2)cc1	0%
CC(C(=O)Nc1ccccc1Br)N1C(=O)c2ccccc2C1=O (centres undefined)	7%
O=[N+]([O-])c1ccccc1C=Nc1cc2c(cc1Br)OCCO2	0%
CCC(=O)Oc1ccc2c(C)c(CC)c(=O)oc2c1I	2%
CCOc1cccc(C2C(C(=O)OC)=C(C)N(C)C(C)=C2C(=O)OC)c1	7%
CC(C)NC(=O)COc1ccc(/C=C(\C#N)C(=O)NCCc2ccccc2)cc1	8%
Cc1ccc2c(nc3s/c(=C\c4ccc(Cl)cc4Cl)c(=O)n32)c1C	9%
C=CCc1cccc(/C=N/c2ncn[nH]2)c1O	9%

Some values from above:
c1ccc(-c2ccc(-c3nc(-c4ccccc4)no3)cc2)cc1 in RNase H inhibition shows 0%
CC(C(=O)Nc1ccccc1Br)N1C(=O)c2ccccc2C1=O (centres undefined) in RNase H inhibition shows 7%
CN(C)c1ccc(/C=C(/NC(=O)c2ccccc2Cl)C(=O)O)cc1 in RNase H inhibition shows 13%
CC(C)NC(=O)COc1ccc(/C=C(\C#N)C(=O)NCCc2ccccc2)cc1 in RNase H inhibition shows 8%
C=CCc1cccc(/C=N/c2ncn[nH]2)c1O in RNase H inhibition shows 9%
CC(=O)c1ccc(N2C(=O)c3ccccc3C2=O)cc1 in RNase H inhibition shows 0%

Carrying on:
SMILES	RNase H inhibition
Cc1cc(C)c(C)c(OCCCCN2CCCC2)c1	0%
CCOC(=O)C1=C(N)Oc2ccc3ccccc3c2C1c1cccc(Cl)c1 (centres undefined)	26%
O=C1c2ccccc2C(=O)c2cc(Sc3ccccc3)ccc21	4%
C=CCC(Nc1ccccc1)c1ccco1 (centres undefined)	11%
COc1cccc(NC(=O)c2ccc(Br)cc2)c1	1%
O=C1S/C(=C/C=C/c2ccccc2)C(=O)N1CN1CCCCC1	4%
CCOc1ccc(C(=O)Nc2nc(-c3ccc(Cl)cc3Cl)cs2)cc1	3%
CCOC(=O)C1=C(C)N=C2SCC(=O)N2C1c1ccc(Cl)cc1 (centres undefined)	10%
CCOC(=O)C(CC)Oc1ccc2c(C)cc(=O)oc2c1C(=O)c1ccccc1 (centres undefined)	22%
N#Cc1c2c(c(N3CCCCCC3)n3c1nc1ccccc13)CCC2	33%
CCCc1cc(=O)[nH]c(SCC(=O)Nc2cccc([N+](=O)[O-])c2)n1	0%
CN(C)/C=C/c1c(C#N)c2ncnc(-c3ccccc3)c2n1Cc1ccccc1	13%
Cc1c(C)c(C)c(C(=O)Nc2ccc(Cl)c(C(N)=O)c2)c(C)c1C	0%
Cc1ccc(Nc2cc(=O)[nH]c(=O)[nH]2)cc1	6%
COc1cccc2cc(C(=O)Nc3c(C)n(C)n(-c4ccccc4)c3=O)c(=O)oc12	5%
Cc1cc(/C=c2/sc3nc4ccccc4n3c2=O)c(C)n1-c1ccc(Br)cc1	10%
Cc1ccc(/C=N/N=C/c2ccc(C)cc2)cc1	13%
Cc1ccc(C)c(NC(=O)C(C)SCc2ccccc2)c1 (centres undefined)	13%
Cc1cc(C)c(OCCN2CCCC2)c(Cl)c1	34%
CCOC(=O)C1=C(C)N=c2s/c(=C/c3cc(Cl)ccc3O)c(=O)n2C1c1cccs1 (centres undefined)	19%
COc1ccc(C2=C/C(=C/c3cccc(OC)c3OC(C)=O)C(=O)O2)cc1	15%
CCNc1cc2oc(=O)sc2cc1C	11%
O=C(O)c1cccnc1SC1CC(=O)N(c2ccc([N+](=O)[O-])cc2)C1=O (centres undefined)	3%
COc1cc(OC)c(OC)cc1C=NN1CCN(Cc2ccccc2)CC1	6%
CCOC(=O)C1=C(CC)OC(N)=C(C#N)C1c1cccc(OC)c1 (centres undefined)	9%
Cc1cc(C)nc(NC(=O)/C=C/c2ccc(Cl)cc2Cl)c1	7%
COc1ccc(CN2CCN(C(=O)c3cccc(Cl)c3)CC2)c(OC)c1OC	5%
O=C(N/N=C/c1ccncc1)c1ccccc1[N+](=O)[O-]	1%
Cc1c(C(=O)Nc2ccc(N(C)C)cc2)cccc1[N+](=O)[O-]	6%
O=C(NCCCn1ccnc1)c1cc(-c2ccccc2Cl)nc2ccccc12	4%

Reprinted at random: 2 records from the list, in no set order.
SMILES	RNase H inhibition
c1ccc(-c2ccc(-c3nc(-c4ccccc4)no3)cc2)cc1	0%
C=CCc1cccc(/C=N/c2ncn[nH]2)c1O	9%

Going on with the list.
SMILES	RNase H inhibition
COc1cc(/C=N/N=C2/SC(CC(=O)O)C(=O)N2c2ccc(O)cc2)ccc1O (centres undefined)	0%
COc1ccc(CC(=O)Nc2ccc(C)c(C)c2)cc1	2%
COc1ccc2ccccc2c1CN1CCN(c2ncccn2)CC1	20%
Clc1ccccc1-n1ncnc1-c1cccc(Br)c1	19%
COC(=O)C1=C(C)NC(=O)NC1c1ccccc1F (centres undefined)	6%
CCc1ccc(N2CC(C(=O)Nc3cccc(C(F)(F)F)c3)CC2=O)cc1 (centres undefined)	2%
O=C(/C=C\Nc1cc(Cl)ccc1O)c1ccc2ccccc2c1	20%
O=C(Nc1cc(Cl)ccc1Cl)c1ccc(-c2cccc(Cl)c2)o1	29%
COc1ccc(C(=O)Nc2ccccc2F)cc1OC	1%
CC1(C)CC(=O)C2=C(C1)NC(=O)CC2c1ccc(N(CCC#N)CCC#N)cc1 (centres undefined)	2%

Molecules listed so far with a nitro group on carbon:
SMILES	RNase H inhibition
COc1ccc(C(=O)Nc2ccc(C(C)C)cc2)cc1[N+](=O)[O-]	2%
O=[N+]([O-])c1ccccc1C=Nc1cc2c(cc1Br)OCCO2	0%
CCCc1cc(=O)[nH]c(SCC(=O)Nc2cccc([N+](=O)[O-])c2)n1	0%
O=C(O)c1cccnc1SC1CC(=O)N(c2ccc([N+](=O)[O-])cc2)C1=O (centres undefined)	3%
O=C(N/N=C/c1ccncc1)c1ccccc1[N+](=O)[O-]	1%
Cc1c(C(=O)Nc2ccc(N(C)C)cc2)cccc1[N+](=O)[O-]	6%

(listing goes on)
SMILES	RNase H inhibition
COc1ccc(C2CC(=O)C3=C(C2)Nc2ccccc2NC3c2cccc(Oc3ccccc3)c2)cc1OC (centres undefined)	15%
COC(=O)COc1cc(C)c2c(=O)c(Oc3ccccc3)c(C)oc2c1	25%
O=C(O)CC1(c2cccc3ccccc23)C(=O)c2ccccc2C1=O	4%
COc1ccc(NC(=O)c2ccccc2Cl)cc1Cl	3%
CS(=O)(=O)N(Cc1ccc(Cl)cc1)c1ccc(C(=O)Nc2cccc(Br)c2)cc1	18%
COC(=O)c1cccc(NC(=O)/C=C/c2ccccc2)c1	3%
COc1ccc(-c2cc(-c3ccc(OC)cc3)nc(-c3ccc(C)o3)c2)cc1	18%
CCN(CC)S(=O)(=O)c1ccc(NC(=O)C(F)(F)F)cc1	0%
CCCCN1C(=O)/C(=C/c2sccc2C)SC1=S	19%
O=C(Nc1ccc(O)c(-c2nc3ccccc3o2)c1)c1ccc([N+](=O)[O-])cc1	8%
CC(=O)Nc1ccc(-n2c(C)cc(/C=C(\C#N)C(=O)Nc3ccc(F)cc3)c2C)cc1	1%
CN1C(=O)C(=Cc2ccc(-c3cccc(Cl)c3Cl)o2)C(=O)N(C)C1=O	13%
O=C1c2cccc3cccc(c23)C(=O)N1CCOc1ccccc1Cl	4%
Cc1cccc(C(=O)Nc2cc(C)ccc2C)c1	4%
COc1cc(C2NC(=S)NC(C)=C2C(=O)Nc2ccc(Cl)cc2)ccc1O (centres undefined)	12%
O=C(c1ccccc1Br)N1C(=O)c2ccccc2S1(=O)=O	5%
Clc1ccc(OCCSc2nnnn2-c2ccccc2)cc1	25%
CCOC(=O)C1CCN(C(=O)Cc2ccccc2OC)CC1	0%
CC(C)c1ccccc1NC(=O)C1CC1	3%
COc1ccc(C(=O)NC(=S)Nc2ccc(Cl)c(Cl)c2)cc1Cl	25%
Cc1ccccc1OCC(=O)Nc1ccc(-c2nc3ncccc3o2)cc1	10%
COc1ccc(/C=C2\SC(=S)N(NC(=O)c3cccnc3)C2=O)cc1	14%
COc1cc(/C=N/NC(=O)COc2ccccc2C)c(Br)c(Br)c1O	18%
O=c1c2c(nc3cc(-c4cccs4)[nH]n13)CCC2	7%
Brc1cccc(/C=C/C=Nc2ccc3oc(-c4ccccc4)nc3c2)c1	10%
COc1ccc(CCN=CC2=C(O)CC(c3ccccc3)CC2=O)cc1 (centres undefined)	0%
CCCOC(=O)C1=C(C)NC(=O)NC1c1cccc(Cl)c1 (centres undefined)	8%
Cc1ccc(C)c(N=Cc2ccccc2O)c1	4%
Cc1ccc([N+](=O)[O-])cc1N1C(=O)c2ccc(C(=O)O)cc2C1=O	4%
C=CCN=C1/C(=C(/O)CCC)C(=O)CC(C)(C)C1C(=O)OC (centres undefined)	8%

4 structures out of the list, arranged by SMILES length, smallest number first:
SMILES	RNase H inhibition
Cc1ccc(C)c(N=Cc2ccccc2O)c1	4%
COc1ccc(C(=O)NC(=S)Nc2ccc(Cl)c(Cl)c2)cc1Cl	25%
Cc1ccc2c(nc3s/c(=C\c4ccc(Cl)cc4Cl)c(=O)n32)c1C	9%
CCOC(=O)C1=C(C)N=c2s/c(=C/c3cc(Cl)ccc3O)c(=O)n2C1c1cccs1 (centres undefined)	19%

The results go on.
SMILES	RNase H inhibition
O=C(Nc1cccc(O)c1)c1ccc(N2C(=O)c3cccc([N+](=O)[O-])c3C2=O)cc1	8%
CCc1ccccc1OCCCNC(C)(C)C	11%
C/C(CC(=O)NC12CC3CC(CC(C3)C1)C2)=N\NC(=O)c1ccc(-c2ccccc2)cc1	9%
COc1cc(NS(=O)(=O)c2cc(Cl)ccc2Cl)c2ncccc2c1	46%
Fc1cccc(Nc2nc(-c3ccncc3)nc3ccccc23)c1	0%
CCC(C)NS(=O)(=O)c1ccc(Br)cc1 (centres undefined)	18%
COc1ccc(NC(=O)Cc2nc3ccccc3[nH]2)cc1	7%
O=C1OC(c2ccc(Br)cc2)=C/C1=C/c1ccc(-c2ccc([N+](=O)[O-])cc2)o1	39%
COc1cc(/C=N\NC(=O)CNc2ccccc2C)cc([N+](=O)[O-])c1O	5%
COc1cc(/C=N/Nc2nc(N3CCOCC3)nc(N3CCOCC3)n2)ccc1OC(=O)c1ccco1	15%
CCCCCCn1cnn2c(=O)cc(C)nc12	0%
COc1ccccc1-c1c(C(F)(F)F)oc2cc(OC(=O)c3ccccc3C)ccc2c1=O	10%
Brc1ccc(OCCCCCCN2CCCC2)cc1	6%
CC(=O)c1ccc(NC(=O)CCN2C(=O)/C(=C/c3ccccc3Cl)SC2=S)cc1	10%
Cc1cccc(-c2cc(C(=O)N3CCCCC3)c3ccccc3n2)c1	3%
CCOC(=O)C1=C(C)N=c2s/c(=C\c3ccc(-c4cc(C)c(C)c([N+](=O)[O-])c4)o3)c(=O)n2C1c1ccc2c(c1)OCO2 (centres undefined)	50%*
COc1ccc(C(=O)/C=C/Nc2ccc(C(C)=O)cc2)cc1	17%
Cc1ccccc1NC(=O)/C=C1/c2ccccc2CC(C)(C)N1C	3%
Cc1ccc(S(=O)(=O)N2C(=O)CC[C@@H]2C(=O)N2CCn3c4c(c5cc(C)ccc53)CCCC42)cc1 (some centres undefined)	0%
O=C(Nc1ccc2ccccc2c1)C1CC(=O)N(c2ccccc2)C1 (centres undefined)	6%
Cc1cc(C)nc(NC(=O)CCC(=O)O)c1	2%
O=C(Nc1cccc(C(F)(F)F)c1)c1ccc([N+](=O)[O-])o1	0%
CC(C)=NOC(=O)c1c(F)c(F)c(F)c(F)c1F	0%
O=C1C(=O)N(Cc2ccc(F)cc2)c2ccccc21	1%
CCOC(=O)c1c(NC(=O)c2ccccc2C)sc2c1CC(C)(C)OC2	14%
CCCN(CCC)C(=O)c1cc(-c2ccc(OC)cc2OC)nc2ccccc12	3%
CCOc1cc(CN2CCN(c3ccccc3OC)CC2)ccc1OC	0%
CC1=C(C(=O)OC(C)C)C(c2cccc(Br)c2)C2=C(CCCC2=O)N1 (centres undefined)	11%
O=C(NC(=S)Nc1ccccc1Cl)c1cccs1	9%
CCN(CC)CCOc1c(C)cc(C)cc1Cl	52%*
CC(C)=C1C2C=CC1C1C(=O)N(c3cccc(Br)c3)C(=O)C21 (centres undefined)	5%
FC(F)(F)c1ccc(-c2nnc3ccc4ccccc4n23)cc1	4%
O=C(Nc1nncs1)c1ccc2c(c1)OCO2	6%
COCCNCC(=O)NC12CC3CC(CC(C3)C1)C2	9%
c1ccc2cc(OCCCN3CCCCC3)ccc2c1	6%
COC(=O)/C=C1\Nc2cc([N+](=O)[O-])ccc2NC1=O	0%
CCC(=Nc1ccc(OC)cc1)C1=C(O)CC(c2ccccc2)CC1=O (centres undefined)	13%
CCCN(CCC)S(=O)(=O)c1ccc(C(=O)Nc2sc(CC)cc2C(=O)OCC)cc1	2%

Some of the compounds tested; count on the stated rates, not on these rows.
